High-throughput results: PubChem BioAssay, several laboratories
NALP1 yeast inh: NALP1 inflammasome inhibitors in reconstituted yeast, colorimetric, S. cerevisiae, triplicate retest; 280,000 tested, 0.61% active; inhibition, % at 10 µM; S. cerevisiae NALP1/ASC/caspase-1 growth, X-gal OD620, 72 h; in the data active = inhibition mostly above about 24%, no sharp cut-off; inactive = mostly below about 32%; also: some compounds called inactive have numbers as strong as hits
GPR7 antag: GPR7 receptor antagonists, primary screen, cell-based, fluorescence, single concentration; Neuropeptides B/W receptor type 1 (Homo sapiens), P48145; GPR7-expressing cells, fluorescence antagonist assay; inhibition, % at 4.4 µM; 290,000 tested, 1.1% active; AID 1861, 2009; in the data active = inhibition above about 16%, passing the limit was not always enough;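 also: cells stimulated with the agonist NPW; 0% = agonist with vehicle and 100% = vehicle without agonist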
PfM18AAP inh: PfM18AAP inhibitors, malaria aminopeptidase, primary screen, biochemical, QFRET, recombinant enzyme; M18 aspartyl aminopeptidase (Plasmodium falciparum 3D7); H-Glu-NHMec fluorogenic cleavage; inhibition, % at 7.35 µM; 290,000 tested, 1.2% active; AID 1822, 2009;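 active = inhibition above the campaign mean inhibition over all tested compounds plus 3 SD, cut at about 28% in these data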;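 also: 0% = plate median of test compound wells and 100% = 2 mM ZnCl2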
PHOSPHO1 inh: PubChem AID 1565; inhibition, % at 13.3 µM; 290,000 tested, 1.1% active; recombinant PHOSPHO1, absorbance phosphatase assay; Phosphoethanolamine/phosphocholine phosphatase (Homo sapiens), Q8TCT1; in the data active = inhibition above about 60%
VIM-2 inhibitor: VIM-2 metallo-beta-lactamase inhibitors, primary screen, biochemical, epi-absorbance readout, Pseudomonas aeruginosa enzyme; purified VIM-2, nitrocefin hydrolysis, epi-absorbance fluorescence; 290,000 tested, 0.89% active; inhibition, % at 5.6 µM; AID 1527, 2009;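 active = inhibition above the mean of all tested compounds plus 3 SD, cutoff set per screening run, cut at about 7.5% in these data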;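 also: red hydrolysis product quenches plate fluorescence so inhibitors raise well fluorescence; 0% = enzyme with DMSO and 100% = DMSO without enzyme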
IDE cell inh: human IDE inhibitors in live cells, primary screen, fluorescence polarization, HEK cells, FAbetaB substrate. inhibition, % at 5.59 µM. Insulin-degrading enzyme (Homo sapiens), P14735. 320,000 tested, 0.41% active. AID 434962, 2010. FAbetaB cleavage;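 active = percent inhibition above the average of all tested compounds plus 3 SD, set per screening campaign, cut at about 16% in these data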;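 also: IDE supplied by intact live HEK cells; FP after avidin binding of uncleaved biotin substrate so inhibition keeps polarization high; 0% = DMSO wells and 100% = 60 µM reference IDE inhibitor Ii1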
Target sequence (P14735 whole entry, looked up): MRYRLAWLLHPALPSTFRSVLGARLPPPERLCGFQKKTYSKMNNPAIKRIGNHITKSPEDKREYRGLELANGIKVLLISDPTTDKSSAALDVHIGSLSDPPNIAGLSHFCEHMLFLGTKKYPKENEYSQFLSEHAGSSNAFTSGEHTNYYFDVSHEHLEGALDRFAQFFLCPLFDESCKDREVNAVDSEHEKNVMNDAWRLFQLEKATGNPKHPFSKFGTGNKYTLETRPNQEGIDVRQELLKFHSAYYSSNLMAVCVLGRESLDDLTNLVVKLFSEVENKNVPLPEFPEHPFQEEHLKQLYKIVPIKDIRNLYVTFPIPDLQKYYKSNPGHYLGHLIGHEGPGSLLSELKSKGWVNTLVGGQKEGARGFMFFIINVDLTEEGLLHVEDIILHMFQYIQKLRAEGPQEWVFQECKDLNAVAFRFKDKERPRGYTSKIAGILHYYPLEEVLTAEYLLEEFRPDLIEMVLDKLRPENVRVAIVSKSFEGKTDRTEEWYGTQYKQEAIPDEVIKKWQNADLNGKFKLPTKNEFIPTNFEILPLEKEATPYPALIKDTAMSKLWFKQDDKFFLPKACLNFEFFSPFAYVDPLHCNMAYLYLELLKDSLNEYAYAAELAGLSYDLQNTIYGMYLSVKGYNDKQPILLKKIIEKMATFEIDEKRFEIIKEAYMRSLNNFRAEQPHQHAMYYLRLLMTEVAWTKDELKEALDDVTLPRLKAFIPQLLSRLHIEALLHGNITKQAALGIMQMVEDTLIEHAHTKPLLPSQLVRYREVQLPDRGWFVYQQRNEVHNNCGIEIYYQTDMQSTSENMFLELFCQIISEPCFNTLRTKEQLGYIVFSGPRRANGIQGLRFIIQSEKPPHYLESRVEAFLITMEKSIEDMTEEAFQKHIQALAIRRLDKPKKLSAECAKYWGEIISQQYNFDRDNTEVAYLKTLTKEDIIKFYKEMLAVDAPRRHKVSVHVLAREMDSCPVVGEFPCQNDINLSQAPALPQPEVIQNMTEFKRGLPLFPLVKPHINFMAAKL
IDE act: human IDE activators in live cells, primary screen, fluorescence polarization, HEK cells, FAbeta-B substrate; Insulin-degrading enzyme (Homo sapiens), P14735; FAbeta-B cleavage; 0% vehicle, 100% cell-free pure enzyme wells; activation, % at 5.96 µM; 340,000 tested, 0.073% active; AID 493087, 2011;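 active = activation above the mean of all tested compounds plus 3 SD, set per screening campaign, cut at about 17% in these data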
IMP-1 inh: IMP-1 metallo-beta-lactamase inhibitors, primary screen, biochemical, epi-absorbance readout, Pseudomonas aeruginosa enzyme. metallo-beta-lactamase IMP-1 (Pseudomonas aeruginosa). AID 1556, 2009. purified IMP-1, nitrocefin hydrolysis, epi-absorbance fluorescence. 290,000 tested, 0.45% active. inhibition, % at 5.6 µM;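 active = inhibition above the mean plus 3 SD of all compounds in the same screening run, cut at about 4.5% in these data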;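 also: 0% = IMP-1 with DMSO and 100% = DMSO wells lacking enzyme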
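System: purified IMP-1 / Input: IMP-1 dispensed at 0.2 nM / Medium: 50 mM HEPES pH 7.1, 50 µM ZnSO4, 0.05% Brij 35 / Timing: 15 min enzyme–compound preincubation, then 25 min nitrocefin reaction, 25 °C / Technique: plate fluorescence quenching by hydrolysis product, ex 480/em 530 nm / Repeats: singlicate testing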
p-CIP stab down: p/CIP-EGFP fusion destabilizers, primary screen, fluorescence, F442A cells | 290,000 tested, 0.01% active | decrease of EGFP signal, % at 10 µM | Q05BA5 | AID 1984, 2009 | 16 h;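 active = EGFP signal decrease of at least 30% at 10 µM or well 3 SD below plate mean, unless failing retest; inactive = the rest, including hits failing retest or dose response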; also: some compounds called inactive have numbers as strong as hits; many of its hits are not listed in these tables
Starred values were filed as active, the others as inactive; . = not tested or not shown.

SMILES	NALP1 yeast inh	GPR7 antag	PfM18AAP inh	PHOSPHO1 inh	VIM-2 inhibitor	IDE cell inh	IDE act	IMP-1 inh	p-CIP stab down
CC(C)(O)P(C)(=O)c1ccccc1 (stereo not drawn)	2.7	-6.4	-4.1	2.7	-1.4	-5.1	-2.4	-3.0	3.0
COC(=O)CC1C(=O)NCCN1C(=O)c1cc(OC)c(OC)cc1OC (stereo not drawn)	2.7	2.9	-12.7	9.7	-0.6	-3.9	2.3	-2.5	-5.0
Cc1nn(-c2ccccc2)c(=S)c2ccccc12	9.9	-1.1	6.0	-3.9	-0.1	-0.6	-0.4	0.1	-13.4
Cc1cccc(CC(=O)NCCN2CCOCC2)c1	.	-16.3	-2.3	.	-3.3	-0.1	10.1	-3.2	-4.3
COc1ccc(NC(=O)CSc2nnc(C3CCCCC3)o2)c(OC)c1	-2.3	14.5	5.3	48.9	0.7	1.4	0.8	-0.5	-15.6
CCOC(=O)c1[nH]c2ccc(OC)cc2c1NC(=S)N1CCN(c2ccccc2OC)CC1	21.5	0.3	-1.8	-3.4	-0.5	6.2	-5.8	-1.7	-5.6
Cc1c(N=C2C(=O)Nc3ccccc32)c(=O)n(-c2ccccc2)n1C	6.0	-13.3	-0.5	-7.3	-1.6	-4.2	2.3	-4.6	-9.6
COc1ccc(CN(C)c2ncnc3sccc23)c(OC)c1OC	3.5	1.3	0.3	31.9	1.6	4.9	-0.7	-1.9	-16.6
Cn1cc(Cl)c(/C(N)=N/OC(=O)c2ccccc2C(F)(F)F)n1	12.4	-12.2	-5.0	33.4	-3.2	-5.4	2.7	-2.1	-11.0
CC1=CC2=NC(=O)/C(=C\c3cccn3CCOc3cc(C)cc(C)c3)C(=N)N2O1	28.0	-11.7	2.0	0.3	-8.2	-0.4	0.7	-5.0	3.3
Cc1cc2oc(=O)cc(CN3CCN(Cc4ccccc4)CC3)c2cc1C	16.7	-3.5	0.0	27.3	5.2	.	2.7	0.5	-8.6
COCCNS(=O)(=O)c1ccc2c3c(cccc13)C(=O)N2C	4.6	-9.6	1.4	1.4	-1.6	5.2	6.8	-1.7	-5.4
COC(=O)C1=C(C)NC(=O)/C1=C\c1cc(C)n(-c2ccccc2C)c1C	0.6	1.7	9.4	1.9	-3.2	-0.2	1.5	-2.0	-6.7
COc1cc(NC(=O)c2ccc(C)cc2)c(OC)cc1NC(=O)CN1CCCCC1	7.4	-10.1	7.4	2.9	-4.1	-1.8	0.3	-6.2	7.0
COc1ccc(N2CC(C(=O)OCC(=O)Nc3ccccc3C)CC2=O)cc1 (stereo not drawn)	2.6	-0.9	2.5	26.9	-2.5	4.1	0.2	-1.4	7.0
Fc1ccc(Cn2nnnc2CN2CCc3ccccc3C2)cc1	14.5	6.3	-3.8	-20.6	-2.4	9.6	2.1	-0.9	-8.4
COc1cc(/C=C2\SC(=S)N(Nc3ccccc3)C2=O)cc(OC)c1OC	16.2	-8.5	19.9	25.8	-0.9	1.6	0.8	-0.5	-11.8
O=C(NCCCN1CCOCC1)C(=O)N/N=C/c1c2ccccc2cc2ccccc12	19.7	-3.7	5.5	-2.2	-0.4	-2.4	0.7	-1.3	6.4
CCCCCCSc1nsc(NC(=O)CCC)n1	16.3	0.4	2.0	45.4	0.4	-4.3	1.4	-3.1	-32.5
Cc1cccc(OCc2nnc(SCC(=O)Nc3sc(C)c(C)c3C#N)n2C)c1	6.2	-9.0	-6.6	21.3	-2.4	5.6	1.9	-4.4	-6.0
Cc1ccc(C)c(OCCC(=O)NCCc2ccc(Cl)cc2)c1	-59.5	6.7	-3.0	22.6	-2.0	3.5	2.9	-3.6	-9.4
COc1ccc(CN(C(=O)c2oc3ccccc3c2C)C2CCS(=O)(=O)C2)cc1 (stereo not drawn)	-5.1	-6.2	6.4	0.2	-2.1	3.7	3.2	-3.1	-18.8
Cc1nc(C)c(-c2ccc(SCC(=O)Nc3cccc(Cl)c3)nn2)s1	16.1	33.2*	1.4	56.2	-1.8	-4.4	4.8	-1.2	-15.4
CCCN1CCc2c(sc(NC(=O)Cc3ccc(F)cc3)c2C(N)=O)C1	20.2	4.4	-1.0	30.2	-2.4	-1.6	4.2	-1.7	-5.7
Cc1ccc(CN2CCN(Cc3cccc4c3OCO4)CC2CCO)cc1 (stereo not drawn)	12.2	-12.9	5.6	-19.3	-1.3	2.8	5.9	-2.8	-5.0
(next part)
SMILES	NALP1 yeast inh	GPR7 antag	PfM18AAP inh	PHOSPHO1 inh	VIM-2 inhibitor	IDE cell inh	IDE act	IMP-1 inh	p-CIP stab down
C/C(=N\NC(=O)c1nn(C)cc1Br)c1ccncc1	19.2	2.3	-1.3	-9.2	-6.9	4.2	-4.6	-4.5	-8.0
COc1cc(S(=O)(=O)NC2CCCC2)ccc1Cl	18.7	-12.8	9.4	7.3	-2.6	8.6	-0.2	-2.7	-7.0
CC1(C)CC(=O)C(CC(=O)N2CCC(Cc3ccccc3)CC2)C(=O)C1	-6.5	7.5	5.7	24.1	-0.6	2.8	2.5	-1.1	3.0
CCOc1ccc(/C=N/Nc2ccccn2)cc1	28.1	-9.1	5.6	-2.4	0.0	-1.6	2.6	-1.9	-2.1
Cc1ccnc(NC(=O)CCc2c(C)nc3ncnn3c2C)c1	10.9	-2.0	-5.3	63.9*	-2.3	4.8	8.4	1.3	0.1
Cc1cc(C)n(CC(=O)NC2CCCc3c2cnn3-c2ccc(C)c(C)c2)n1 (stereo not drawn)	7.1	-10.9	-1.4	-5.0	-1.8	0.0	-1.2	-1.3	-1.3
COc1cc(C)c(N)cc1C(C)C	.	6.1	2.1	6.3	-3.2	-5.5	2.1	-2.2	-15.9
CC(C)COc1cccc(C(=O)Nc2ccc(CN3CCOCC3)cc2)c1	19.2	-8.9	3.0	28.6	-3.0	2.1	4.7	-0.3	-13.7
C/C(=N\NC(=O)c1nonc1N)c1cccs1	24.9	-8.8	0.2	13.2	-4.6	0.8	-2.4	-4.2	-6.9
O=C(NCc1cccs1)C1CC(O)CN1C(=O)Nc1ccccc1 (stereo not drawn)	0.8	0.8	-0.2	27.9	-2.5	-7.7	8.3	-2.1	6.3
CCc1cccc(CC)c1NC(=O)Cn1c(-c2ccc(F)cc2)noc1=O	-10.5	27.5*	1.2	-1.8	-3.0	-1.5	1.8	-2.2	17.1
CC(=O)c1ccc(Nc2cc(C)nc3ncnn23)cc1	-0.3	-9.2	3.2	13.9	6.3	-1.1	-1.7	-2.1	-5.8
O=C(c1ccncc1)N1CCN(S(=O)(=O)c2ccc3ccccc3c2)CC1	7.7	-7.3	1.8	.	-2.5	-6.5	1.6	-3.5	-64.7
COC(=O)[C@@H](Cc1ccccc1)NC(=O)NCCc1ccc(OC)c(OC)c1	-7.2	-9.0	-2.7	46.3	-1.6	-1.6	-1.8	-3.0	-10.1
COc1ccc(CCNC(=O)C2CCCN(c3nc4ccccc4s3)C2)cc1OC (stereo not drawn)	21.3	-5.4	-16.7	26.6	0.4	6.8	3.1	1.3	-10.4
CC1(C)OC(=O)C(=CNn2cnc3ccccc3c2=O)C(=O)O1	2.5	-12.9	8.1	63.0*	-0.2	2.3	-3.8	-0.6	-7.2
CS(=O)(=O)c1ccc(NCCN2CCOCC2)c([N+](=O)[O-])c1	17.5	-11.8	4.5	24.0	1.6	3.4	3.0	-1.6	8.4
CC(=O)Oc1ccc(CCC(C)OC(C)=O)cc1 (stereo not drawn)	-9.4	-11.9	-1.0	-14.4	-0.9	2.1	1.7	-0.8	0.0
COc1cccc(CNC(=O)C2CCN(S(=O)(=O)N3CCC4(CC3)OCCO4)CC2)c1	24.1	-9.0	-4.3	7.1	-2.4	2.2	3.6	-0.8	2.4
CC1(C)Oc2ccc3ccc(=O)oc3c2/C(=C/NC2CCCCC2)C1=O	5.7	-15.7	-14.0	-1.9	-2.8	-4.7	1.6	-2.9	-10.7
NC(=O)c1ccc(/C(N)=N/S(=O)(=O)c2cc(C(F)(F)F)cc(C(F)(F)F)c2)cc1	.	10.6	-0.5	36.4	-0.3	2.4	.	-1.1	-2.8
COc1cc2c(cc1NC(=O)C(c1ccccc1)c1ccccc1)CCCC2	8.9	-6.9	-7.7	0.9	-1.9	-2.4	0.5	-1.9	-9.9
COc1ccc(OC(=O)N2CCOCC2)cc1	7.3	-5.6	0.2	.	-2.4	-0.3	2.5	-1.7	14.1
COc1ccc(Oc2ccc(C(F)(F)F)cc2NC(=O)c2ccc(C)cc2)cc1	.	-19.9	-4.8	8.1	-0.3	1.6	.	-3.1	-15.8
CCOc1ccc(CCNC(=O)Cn2nc(C)n3cccc3c2=O)cc1OCC	6.4	-1.0	-4.5	1.0	-3.8	-2.9	8.6	-1.9	-12.4
(list continues)
SMILES	NALP1 yeast inh	GPR7 antag	PfM18AAP inh	PHOSPHO1 inh	VIM-2 inhibitor	IDE cell inh	IDE act	IMP-1 inh	p-CIP stab down
CC(=O)Oc1ccc2occ(C(=O)c3cccs3)c2c1	-14.1	5.1	2.9	-20.9	-3.6	3.0	2.2	-4.5	-14.3
CC(=O)Nc1ccc(/C=N/NC(=S)NC(C)C)cc1	17.2	-4.9	2.7	-101.7	-1.8	-0.5	2.6	-4.1	3.3
CCOC(=O)N1CCN(C(=O)CN(C)S(=O)(=O)c2ccc(F)cc2)CC1	-5.8	0.7	-6.1	31.1	-0.3	3.1	4.6	-1.1	-2.9
CCNS(=O)(=O)c1ccc(CCC(=O)N2CCN(c3cccc(Cl)c3)CC2)cc1	12.6	0.1	-3.8	30.2	-0.7	0.2	4.1	-0.4	-6.7
CCN(CC)C(=O)c1ccc(O)c(OC)c1	17.5	-11.8	4.1	6.0	-2.0	-4.5	-2.4	-5.2	-3.0
CCOc1ccc(CNC(=O)c2ccc(Sc3ccc(Cl)cc3)c(NC(C)=O)c2)cc1	24.9	-5.5	2.6	2.6	-2.6	3.1	-0.9	-1.1	-5.0
Cn1c(CCN2CCN(c3ccccn3)CC2)nc2cc(NC(=O)COc3ccc(Cl)cc3)ccc21	6.5	22.1	-0.9	45.3	-3.6	2.7	-3.8	-2.0	-5.2
COc1ccc(Cl)cc1N(C)C(=O)CCNC(=O)Cn1cnc2ccccc2c1=O	16.8	-1.8	8.9	28.8	-1.7	1.8	6.6	-4.2	4.5
O=C(NCc1ccccc1)C12CC3CC(CC(C3)C1)C2	14.5	0.9	1.9	17.0	-1.5	-5.0	4.3	-2.6	8.0

Random draw from the library, and some 5.3% of all compounds hit somewhere here.
